# MsrA inh – bovine MsrA enzyme inhibitors, primary screen, biochemical, absorbance, HTS; Methionine sulfoxide reductase A (Bos taurus); purified bovine MsrA, absorbance read-out; inhibition, % at 15.5 µM; hit rate 0.75% among 360,000; AID 651718, 2012; in the data active = inhibition above about 4.5%;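 note: 0% = vehicle wells with enzyme and 100% = reference inhibitor wells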
# PABP1 MLLE inh – inhibitors of PABP1 MLLE–PAM2 peptide binding, primary screen, biochemical, fluorescence polarization, FITC-PAM2, GST-MLLE; Polyadenylate-binding protein 1 (Homo sapiens), P11940; hit rate 0.36% among 360,000; inhibition, % at 20 µM; in the data active = inhibition above about 35%, passing the limit was not always enough;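 note: plate controls were DMSO wells with GST-MLLE for no effect and wells lacking GST-MLLE protein for full effect; some results filed as inactive read as strong as hits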
# Rpn11 inh – Rpn11 (PSMD14) deubiquitinase inhibitors, primary screen, biochemical, fluorescence polarization, uHTS; hit rate 0.59% among 360,000; 26S proteasome non-ATPase regulatory subunit 14 (Homo sapiens), O00487; calls only at 20 µM; human 26S proteasome, Ub4-pepOG fluorescence polarization; 20S core pre-blocked with epoxomicin;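 active = inhibition at 20 µM, scaled to each plate's controls, above about 33%, limit read from the data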
# Rin1 Abl inh – inhibitors of Rin1-Abl protein binding, primary screen, biochemical, TR-FRET | Tyrosine-protein kinase ABL1 (Homo sapiens) + Ras and Rab interactor 1 (Homo sapiens), … | inhibition, % at 7.35 µM | hit rate 0.4% among 360,000; in the data active = inhibition above about 5%, passing the limit was not always enough
# Target sequence (P00519 whole entry, looked up): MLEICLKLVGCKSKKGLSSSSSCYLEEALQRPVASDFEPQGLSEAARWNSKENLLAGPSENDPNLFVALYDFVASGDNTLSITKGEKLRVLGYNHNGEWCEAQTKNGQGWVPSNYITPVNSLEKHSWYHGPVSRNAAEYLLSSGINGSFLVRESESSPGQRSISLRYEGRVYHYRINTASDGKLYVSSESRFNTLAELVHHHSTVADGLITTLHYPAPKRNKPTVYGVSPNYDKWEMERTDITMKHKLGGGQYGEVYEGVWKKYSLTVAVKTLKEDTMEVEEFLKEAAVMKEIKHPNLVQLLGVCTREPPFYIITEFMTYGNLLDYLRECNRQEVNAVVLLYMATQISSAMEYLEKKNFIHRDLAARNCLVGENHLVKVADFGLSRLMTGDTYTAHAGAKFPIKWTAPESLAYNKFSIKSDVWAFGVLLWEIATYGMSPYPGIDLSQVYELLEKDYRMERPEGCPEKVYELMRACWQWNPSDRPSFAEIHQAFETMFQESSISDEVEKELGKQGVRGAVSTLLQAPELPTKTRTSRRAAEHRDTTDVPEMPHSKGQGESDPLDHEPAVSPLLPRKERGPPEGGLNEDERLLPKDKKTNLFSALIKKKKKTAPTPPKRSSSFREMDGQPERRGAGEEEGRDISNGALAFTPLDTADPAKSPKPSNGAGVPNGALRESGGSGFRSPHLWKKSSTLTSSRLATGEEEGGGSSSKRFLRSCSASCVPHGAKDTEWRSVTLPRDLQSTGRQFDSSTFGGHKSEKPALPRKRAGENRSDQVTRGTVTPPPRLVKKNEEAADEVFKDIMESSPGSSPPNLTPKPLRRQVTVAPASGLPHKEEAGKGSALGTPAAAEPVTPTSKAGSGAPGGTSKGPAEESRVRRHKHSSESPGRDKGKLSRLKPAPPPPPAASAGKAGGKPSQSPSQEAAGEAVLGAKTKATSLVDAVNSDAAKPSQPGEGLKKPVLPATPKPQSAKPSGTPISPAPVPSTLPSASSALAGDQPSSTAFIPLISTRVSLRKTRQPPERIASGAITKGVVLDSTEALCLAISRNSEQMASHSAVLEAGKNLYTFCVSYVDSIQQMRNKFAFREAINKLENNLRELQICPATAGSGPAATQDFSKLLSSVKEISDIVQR
# Target sequence (Q13671 whole entry, looked up): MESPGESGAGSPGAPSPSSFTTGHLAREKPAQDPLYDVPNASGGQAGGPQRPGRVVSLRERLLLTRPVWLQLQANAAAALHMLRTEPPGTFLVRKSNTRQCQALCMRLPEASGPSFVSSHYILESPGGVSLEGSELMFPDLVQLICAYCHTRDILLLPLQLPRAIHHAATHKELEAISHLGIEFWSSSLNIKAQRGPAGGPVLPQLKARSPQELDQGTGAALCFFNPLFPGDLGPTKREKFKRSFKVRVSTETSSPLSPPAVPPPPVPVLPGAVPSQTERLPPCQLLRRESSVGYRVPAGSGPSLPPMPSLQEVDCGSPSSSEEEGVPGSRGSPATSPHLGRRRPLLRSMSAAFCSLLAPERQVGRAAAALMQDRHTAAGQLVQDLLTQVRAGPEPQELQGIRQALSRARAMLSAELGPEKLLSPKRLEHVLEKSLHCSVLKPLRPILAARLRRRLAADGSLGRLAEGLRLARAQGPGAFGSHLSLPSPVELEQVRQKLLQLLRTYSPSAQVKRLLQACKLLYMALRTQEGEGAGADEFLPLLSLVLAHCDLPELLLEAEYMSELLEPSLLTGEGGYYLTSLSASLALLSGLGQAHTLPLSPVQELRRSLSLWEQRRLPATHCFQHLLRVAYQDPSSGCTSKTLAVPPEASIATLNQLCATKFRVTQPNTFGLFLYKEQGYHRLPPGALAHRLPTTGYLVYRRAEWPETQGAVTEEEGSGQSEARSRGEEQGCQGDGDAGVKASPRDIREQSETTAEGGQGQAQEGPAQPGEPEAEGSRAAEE
# MsrA act – bovine MsrA enzyme activators, primary screen, biochemical, absorbance, HTS; purified bovine MsrA, absorbance read-out; activation, % at 10.6 µM; hit rate 0.3% among 360,000; AID 602163, 2012; in the data active = activation above about 7.5%;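 note: 0% = vehicle and 100% = reference activator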
# E coli Lon inh – inhibitors of E. coli Lon protease, primary screen, biochemical, fluorescence polarization | hit rate 0.42% among 360,000 | purified E. coli Lon protease | inhibition, % at 7.94 µM; in the data active = inhibition above about 13%, passing the limit was not always enough;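 note: 0% = enzyme with probe and DMSO and 100% = no enzyme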
# CSN inh – inhibitors of CSN-mediated cullin deneddylation, primary screen, biochemical, fluorescence polarization, uHTS. COP9 signalosome complex subunit 5 (Homo sapiens), Q92905. hit rate 0.38% among 360,000. inhibition, % at 12.5 µM. Purified CSN, SCF-Nedd8-OG deneddylation;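 active = pattern-corrected inhibition above about 35%, with an unprinted fluorescence ratio check between 0.5 and 1.5, limit read from the data, passing the limit was not always enough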;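 note: 0% = enzyme with substrate and 100% = substrate without enzyme; some results filed as inactive read as strong as hits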
#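 Assay system: purified human Csn5 enzyme expressed in HEK293T cells; Input: 0.24 nM Csn5 enzyme, final concentration; Reagent: 10 nM SCFSkp2-Nedd8OG; Compound dosing: 12.5 µM single point; Times: reaction 90 min, room temperature; Technique: fluorescence polarization readout.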
# FAS-TE inh – FAS thioesterase domain inhibitors, primary screen, biochemical, fluorescence intensity, uHTS | Fatty acid synthase (Homo sapiens), P49327 | recombinant FAS-TE, OMFH fluorogenic substrate, fluorescence endpoint | inhibition, % at 15 µM | hit rate 0.67% among 360,000;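 active = compounds whose normalised, plate-corrected inhibition of enzyme fluorescence in the single-dose primary screen is 50% or more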;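 note: 0% = DMSO with enzyme and 100% = substrate without enzyme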
# MT1-MMP act inh – blockers of MT1-MMP proenzyme processing, primary screen, HT1080 RFP-PRO-GFP cells, GFP/RFP fluorescence; GFP/RFP ratio fluorescence, overnight; percent of plate control window, DMSO zero; AID 651647, 2012; GFP/RFP ratio change, % at 20 µM; hit rate 0.061% among 360,000;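 active = GFP/RFP ratio change of at least 30% with cell ATP level not reduced by more than half and red fluorescence within 50% of control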; note: strong numbers were not always called active
#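 Material: RFP-PRO-GFP reporter HT1080 cells. Dosing: single-point 20 µM compound, 1% DMSO. Controls: DMSO and RFP-L50D-GFP cell wells. Timing: cells overnight before dosing, compound overnight, 37 °C, 5% CO2. Measure: GFP/RFP fluorescence ratio.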
# Active calls of the source: *; i = inactive; / = no result given. Outcome played no part in choosing rows; any-hit rate near 3.7%.
SMILES,MsrA inh,PABP1 MLLE inh,Rpn11 inh,Rin1 Abl inh,MsrA act,E coli Lon inh,CSN inh,FAS-TE inh,MT1-MMP act inh
CCOC(=O)c1ccc(NC(=O)c2nc[nH]c2C(=O)N(CC)CC)cc1,-0.1,1.8,i,2.4,-6.5,-4.7,0.9,-9.5,-1.9
CCC(=O)c1cc(F)c(N2CCN(C(=O)Cc3ccccc3)CC2)cc1C,1.1,5.2,i,1.6,0.6,-16.0,-1.4,-1.1,3.6
CCCc1nnc(NC(=O)CN2CCOCC2)s1,0.2,-4.0,i,1.4,-3.3,-6.5,-2.7,-7.9,-7.6
COc1ccc(C(=O)NC(C)CCc2ccccc2)cc1 (stereo not given),-0.7,-4.8,i,0.0,-4.5,7.2,-1.1,3.0,1.3
CCN(CC(=O)NCc1cccs1)C(=O)c1cc(S(=O)(=O)NCc2ccccc2)ccc1C,0.2,9.4,i,-3.2,-2.0,-11.8,-10.8,5.2,-7.1
O=C(NCc1ccco1)c1ccccc1O,0.2,3.5,i,-0.2,-1.0,-1.1,-0.4,-6.8,-0.1
Cc1cc2nc(-c3nnnn3C3CCCCC3)c(=O)[nH]c2cc1C,0.4,/,/,/,-2.6,1.2,-2.7,0.9,4.1
NNC(=O)c1ccc(N2CCc3ccccc32)c([N+](=O)[O-])c1,1.5,-17.3,i,-7.4,-4.9,-6.3,-7.8,2.3,12.2
COC(=O)c1nc2n(n1)C(c1ccc(OC)c(OC)c1OC)C1=C(CCCC1=O)N2 (stereo not given),-0.2,-11.3,i,4.6,1.4,2.9,-3.3,-5.4,7.2
Cc1c(N=C2C(=O)Nc3ccccc32)c(=O)n(-c2ccccc2)n1C,-0.1,15.7,i,-3.1,-2.7,-0.1,-1.1,-6.0,-0.4
CCc1cccc(NC(=O)Cn2ncn3c(cc4ccccc43)c2=O)c1,0.7,-16.0,i,-2.1,-6.3,-9.0,-4.4,-0.2,-2.2
CCOC(=O)N1CCN(CC(O)COc2ccc(C)cc2C(C)(C)C)CC1 (stereo not given),-0.3,3.4,i,-0.9,-2.9,-9.8,0.4,-1.9,1.7
COc1cc(/C=C2/NC(=O)N(Cc3ccccc3F)C2=O)ccc1O,3.3,-5.1,i,-0.3,-2.0,2.1,-3.1,-1.0,-0.7
COC(=O)C(O)(CC(=O)Nc1cccc(SC)c1)C(F)(F)F (stereo not given),-0.7,5.4,i,1.4,-1.8,2.3,5.9,-5.3,-3.5
CN(CCO)C(=O)C1CCN(c2ncc(C(F)(F)F)cc2Cl)CC1,-0.6,3.0,i,4.3,-7.7,-4.3,1.0,-5.3,-1.0
CCOc1ccc(Nc2nc(NCCN3CCOCC3)nc(OC)n2)cc1,-0.8,1.3,i,-1.4,-3.7,-7.8,0.8,-6.4,-0.4
Cc1ccc(SCC(=O)OCC(=O)N(CC(C)C)c2c(N)n(Cc3ccccc3)c(=O)[nH]c2=O)cc1C,-0.8,-16.6,i,5.7,-6.3,1.1,34.0,-11.6,-2.5
CCOc1ccccc1C(=O)N[C@H](C(=O)Nc1cc(S(=O)(=O)N(C)C)ccc1OC)C(C)C,0.9,12.7,i,-5.9,-1.8,-2.5,-0.4,8.1,-1.0
CC1=[N+]([O-])C(N2CCOCC2)C(O)(c2ccccc2)C1 (stereo not given),-0.1,5.4,i,4.0,-1.4,-7.5,-0.4,-4.8,2.9
COc1ccc2c(c1)c(C(=O)O)c(C)n2-c1ccccc1,-1.1,3.1,i,0.3,-3.8,0.6,0.2,-4.2,0.3

# Four of the compounds above, as labelled records.
CCC(=O)c1cc(F)c(N2CCN(C(=O)Cc3ccccc3)CC2)cc1C
  MsrA inh: 1.1
  PABP1 MLLE inh: 5.2
  Rpn11 inh: i
  Rin1 Abl inh: 1.6
  MsrA act: 0.6
  E coli Lon inh: -16.0
  CSN inh: -1.4
  FAS-TE inh: -1.1
  MT1-MMP act inh: 3.6

CCCc1nnc(NC(=O)CN2CCOCC2)s1
  MsrA inh: 0.2
  PABP1 MLLE inh: -4.0
  Rpn11 inh: i
  Rin1 Abl inh: 1.4
  MsrA act: -3.3
  E coli Lon inh: -6.5
  CSN inh: -2.7
  FAS-TE inh: -7.9
  MT1-MMP act inh: -7.6

COc1ccc(C(=O)NC(C)CCc2ccccc2)cc1 (stereo not given)
  MsrA inh: -0.7
  PABP1 MLLE inh: -4.8
  Rpn11 inh: i
  Rin1 Abl inh: 0.0
  MsrA act: -4.5
  E coli Lon inh: 7.2
  CSN inh: -1.1
  FAS-TE inh: 3.0
  MT1-MMP act inh: 1.3

CCN(CC(=O)NCc1cccs1)C(=O)c1cc(S(=O)(=O)NCc2ccccc2)ccc1C
  MsrA inh: 0.2
  PABP1 MLLE inh: 9.4
  Rpn11 inh: i
  Rin1 Abl inh: -3.2
  MsrA act: -2.0
  E coli Lon inh: -11.8
  CSN inh: -10.8
  FAS-TE inh: 5.2
  MT1-MMP act inh: -7.1

# Next part:
SMILES,MsrA inh,PABP1 MLLE inh,Rpn11 inh,Rin1 Abl inh,MsrA act,E coli Lon inh,CSN inh,FAS-TE inh,MT1-MMP act inh
COc1ccc(-n2nnnc2SCC(=O)N2CCCc3ccccc32)cc1OC,0.6,8.1,i,0.0,1.1,5.9,5.2,-7.0,-3.4
Cc1ccc(Oc2ncccc2/C=N/OCc2ccc(Cl)cc2Cl)cc1,0.4,-7.0,i,2.3,-2.1,-1.9,0.8,16.5,-3.3
CCCNC(=O)CCc1c(C)nc2nc(-c3cc(OC)cc(OC)c3)nn2c1C,-0.6,2.6,i,1.6,-1.6,-0.7,1.0,-7.6,6.0
COC(=O)C1=C(C)N(Cc2ccccc2)C(=NCc2ccccc2)N[C@H]1c1cccc(F)c1,-0.2,-62.5,i,-0.1,1.6,-9.1,6.0,4.4,-3.0
COC(=O)COc1nsnc1N1CCOCC1,0.7,-4.8,i,-2.6,0.1,-1.9,-1.9,-6.6,1.5
COc1ccc(OC)c(C=NNC(=O)c2ccccc2NS(=O)(=O)c2cccs2)c1,4.0,1.2,i,-2.1,-4.1,-5.5,2.6,-0.4,1.7
Cc1ccc(NC(=O)CCN2CCN(CCO)CC2)cc1,-0.4,11.5,i,1.6,1.3,-7.0,6.7,-8.4,3.1
CC1(C)CC(=O)C2=C(C1)OC1=C(C(=O)CC(C)(C)C1)C2c1ccccc1Cl,-0.4,-2.1,i,-2.9,-2.6,-0.6,-4.5,11.7,-2.5
COCCNC(=O)COC(=O)/C=C/c1c(C)nn(Cc2ccc(Cl)cc2Cl)c1Cl,-1.0,-15.2,i,-4.7,0.8,-6.2,1.5,10.4,-2.0
CS(=O)(=O)N(CC(=O)N1CCCCC1)Cc1ccc(Cl)cc1,-0.1,-1.3,i,0.4,-4.7,-0.9,0.3,2.6,-0.7
CCOC(=O)c1nn(-c2ccccc2)c2nc(Nc3ccccc3)cc(=O)n12,0.9,-10.1,i,3.8,0.7,-16.2,1.1,-1.1,1.3
COC(=O)c1sccc1NC(=S)Nc1ccc(C)cc1,1.2,31.1,i,-4.4,1.3,-0.2,2.0,-2.1,1.9
CCOC(=O)c1c(C)nsc1NC(=O)C1(C)CCN1C(=O)CC (stereo not given),1.2,-2.5,i,-1.9,0.5,-0.3,-3.8,-5.6,-0.3
Cc1nc(NC(=O)CN2CCC(O)(c3ccc(F)cc3)CC2)sc1C,0.0,-6.8,i,-1.0,-0.1,-12.2,-1.7,9.7,7.8
COc1ccc(OCC(=O)Nc2ccccc2C(=O)N2CCCC2)cc1,-0.1,-7.9,i,-3.7,-1.1,-4.3,0.1,-1.6,2.6
O=C(Cc1cccs1)N/N=C\c1ccc([N+](=O)[O-])s1,3.7,-0.7,i,-1.6,5.9,3.1,0.7,-2.5,-10.2
C=C(C)Cn1c(-c2cccs2)n[nH]c1=S,-0.4,-10.0,i,3.0,3.3,-1.2,-7.3,-4.3,3.6
O=S(=O)(N(Cc1ccccc1)[C@H](CO)Cc1ccccc1)N(Cc1ccccc1)[C@H](CO)Cc1ccccc1,-0.9,-3.5,i,-0.1,-2.3,-0.6,-0.9,-1.6,-4.8
COc1ccc(CN2CC(COCc3ccccc3)Oc3ccccc3S2(=O)=O)cc1 (stereo not given),0.2,-1.2,i,-0.5,-2.4,-0.4,-3.6,21.0,0.4
O=C(Nn1c(-c2ccccc2)nc2ccccc2c1=O)c1cccs1,0.9,-7.9,i,0.8,-0.8,-5.3,0.3,-12.6,-8.2
CCCS(=O)(=O)NC(=O)C1(C)CCN(C(=O)c2ccc(C(F)(F)F)nc2C)C1 (stereo not given),/,-5.8,i,-1.6,2.8,-5.8,-5.2,-9.7,2.2
Cc1cccc(OCC(=O)NCC(=O)N/N=C/c2cccnc2)c1,-1.0,-12.0,i,-0.2,-1.0,5.7,5.5,-6.3,2.7
CC(c1ccccc1)n1cc(C(=O)NCc2ccncc2)nn1 (stereo not given),-1.2,-8.8,i,-2.0,-1.3,-2.8,2.9,-5.5,-0.2
COc1cn(-c2ccccc2)nc1C(=O)NCc1ccc(C)cc1,2.1,-21.3,i,2.4,-1.9,-3.9,-0.3,3.8,-2.1
CCOC(=O)C1CCN(C(=O)CSCCSCC(=O)N2CCC(C(=O)OCC)CC2)CC1,0.3,2.4,i,3.6,-0.6,-7.9,-3.7,-3.0,6.8
Cn1cccc1/C=C(/C#N)c1ccc(F)cc1,5.6*,0.2,i,-1.2,-4.9,1.6,-7.6,13.6,5.0
CC(=O)NCCc1ccc(C(=O)COC(=O)c2cccs2)cc1,0.0,4.2,i,-2.4,-2.7,1.9,2.9,-6.9,7.1
COc1ccc(CC(=O)NC2CC(C)(C)NC(C)(C)C2)cc1OC,-0.3,2.1,i,3.1,-5.9,1.0,-0.8,-3.2,2.6
CCC(=O)NNc1nc2c(C)cc(C)cc2s1,0.9,-18.4,i,1.3,-0.9,2.1,-0.7,-3.8,-1.5
O=S(=O)(Oc1ccc(Cl)cc1)c1cccc2cccnc12,0.9,7.1,i,1.4,-1.6,0.9,-2.8,4.4,-6.0
COC(=O)c1oc2ccc(Br)cc2c1-n1cccc1,1.8,-12.4,i,-2.0,-8.3,0.6,3.6,17.3,0.4
O=C(NC1CCCCC1)Nn1c(-c2ccccc2)nc2ccccc2c1=O,/,-9.3,i,-1.0,-1.5,-12.4,1.9,-7.0,2.5
OCCC1CN(Cc2ccc(Oc3ncccn3)cc2)CCN1C1CCCC1 (stereo not given),0.4,-13.6,i,0.6,-11.9,-2.1,-2.5,-12.6,1.5
Cc1c(NC(=O)c2c(F)cccc2F)c(=O)n(-c2ccccc2)n1C,1.8,-10.8,i,-1.8,-2.1,5.8,-1.9,-3.2,-1.1
N#CCSc1nnc(COc2cccc3ccccc23)n1-c1ccccc1,1.0,-108.0,i,0.0,-0.2,-0.9,3.4,12.2,-7.5
CCOC(=O)C1CCN(C(=O)COc2ccc(S(=O)(=O)N3CCOCC3)cc2)CC1,0.2,-5.5,i,1.4,-2.2,-1.4,-1.6,-3.6,-2.4

# From PubChem BioAssay
